H37Rv inhibition – M. tuberculosis growth inhibition, HTS (AID 449762) | M. tuberculosis H37Rv growth inhibition, 7H9 media; higher % means a stronger effect | inhibition, % at 25 µM, or IC50 in µM where a hit was titrated | 0.59% of 330,000 active; in the data active = a potency from the dose series; inconclusive = inhibition above about 70% without an active follow-up result;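 also: bacterial growth assessed after seven days of incubation; strong numbers were not always called active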
tuberculosis growth – growth inhibition of non-replicating M. tuberculosis (AID 488890); Mycobacterium tuberculosis non-replicating, growth inhibition; higher % means a stronger effect; one-dose inhibition, % at 25 µM; IC50 in µM for titrated hits; 0.39% of 320,000 active; in the data active = a potency from the dose series; inconclusive = inhibition mostly from about 82% at the one dose, without a potency; inactive = the rest, 99 in 100 with inhibition below about 76%;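 also: plate controls were DMSO cells for no effect and high antibiotic wells for full effect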
Salmonella PhoP GFP – PhoP regulon inhibitors, Salmonella typhi PhoP promoter GFP reporter, confirmatory (AID 1850). 0.33% of 310,000 active. one-dose inhibition, % at 50 µM; IC50 in µM for titrated hits. Salmonella Typhi PhoP-promoter GFP reporter, fluorescence, 4 h; higher % means a stronger effect; in the data active = a potency from the dose series; inconclusive = inhibition mostly from about 25% at the one dose, without a potency; inactive = the rest, 99 in 100 with inhibition below about 19%;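 also: 0% = induced wells with vehicle and 100% = uninduced wells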
VEEV TC-83 Vero – inhibitors of VEEV TC-83 cytopathic effect, confirmation, Vero cells (AID 588727). Vero cells, VEEV TC-83 cytopathic effect inhibition; higher % means a stronger effect. one-dose inhibition, % at 20 µM; IC50 in µM for titrated hits. 0.13% of 350,000 active; in the data active = a potency from the dose series; inconclusive = inhibition mostly from about 14% at the one dose, without a potency; inactive = the rest, 99 in 100 with inhibition below about 12%; also: strong numbers were not always called active
influenza NS1A – NS1A inhibition, H1N1 influenza, cell based functional assay (AID 504329). NS1A functional cell-based assay, percent inhibition; higher % means a stronger effect. inhibition, % at 12.5 µM; hits with a dose series show IC50 in µM. 0.3% of 340,000 active; in the data active = a potency from the dose series; inconclusive = inhibition above about 27% without an active follow-up result; also: strong numbers were not always called active
VEEV TC-83 Vero 10K pilot screen – also measured in VEEV TC-83 Vero; calls as there; inhibition, %; measured here: 10K pilot screen inhibition
Active calls of the source: *; i = inactive; ? = inconclusive; nt = not tested or not shown; & = joins results of further samples.

SMILES	H37Rv inhibition	tuberculosis growth	Salmonella PhoP GFP	VEEV TC-83 Vero	influenza NS1A	others
OCC[C@H]1C[C@H](O)[C@@H](O)[C@@]2(Cc3ccccc3CO2)O1	-9.9%	-18.4%	24.2%	0.5%	3.3%
Cc1ccc(-n2c(C)nnc2SCC(=O)N2CCc3ccccc3C2)cc1C	0.3%	2.2%	3.6%	1.9%	0.5%	VEEV TC-83 Vero 10K pilot screen=0.9
COc1cc(SC)ccc1C(=O)N1CCCCCC1	0.3%	-6.9%	-9.0%	2.9%	-6.7%
CCC(C)[C@H](N)C(=O)NC[C@H]1CC[C@H](C(=O)N[C@@H](Cc2ccccc2)C(=O)O)CC1 (stereo partly specified)	0.3%	-17.0%	7.6%	0.3%	-4.1%
CCOC(=O)CN1C(=O)C(=O)N(Cc2c(F)cccc2Cl)C1=O	-1.3%	-2.7%	-10.8%	0.8%	-10.7%
COc1ccc(-c2nnc(SCc3nnc(-c4ccccc4)o3)n2-c2ccccc2)cc1	11.6%	-0.8%	-1.5%	5.2%	7.9%
CCOC(=O)c1c(NC(=O)Cn2cnc3sc(C)c(-c4ccccc4)c3c2=O)sc(C)c1C	6.8%	-1.4%	-0.8%	i	-12.1%
COc1ccccc1NS(=O)(=O)c1cc(C(=O)NCC(c2ccco2)N(C)C)ccc1C (stereo unspecified)	0.2%	5.0%	-0.6%	3.4%	-4.0%
Cn1c(CC(=O)Nc2ccccc2F)nnc1SCC(=O)Nc1ccccc1Br	-6.4%	-1.6%	-6.2%	1.0%	3.7%
CCOC(=O)C1=C(COC(=O)CNC(=O)c2ccc(C)cc2)NC(=O)NC1C (stereo unspecified)	-1.7%	-5.7%	-6.9%	0.4%	-2.6%
CCCCNC(=O)c1cn(CC)c2cc(N3CCN(C)CC3)c(F)cc2c1=O	8.0%	-1.2%	-13.3%	5.2%	nt
Brc1ccc(-c2nnc3sc(CNC4CCCC4)cn23)cc1	-10.1%	8.7%	-1.8%	1.1%	30.6%	VEEV TC-83 Vero 10K pilot screen=0.5
Cc1ccc(NC(=O)CSc2nnc(-c3ccco3)o2)c(C)c1	-0.9%	-10.2%	5.1%	0.9%	2.1%	VEEV TC-83 Vero 10K pilot screen=1.7
Cc1nnc(NC(=O)CSc2nnc(Cc3cccn3C)n2-c2ccccc2)s1	-6.7%	18.1%	-4.7%	1.3%	4.7%
CCOC(=O)N1CCN(C2CCCN(C(=O)c3ccccc3C(F)(F)F)C2)CC1 (stereo unspecified)	nt	nt	nt	1.4%	-1.6%
CCOc1ccc(CNC(=O)C2CCCN(c3nnc(C)c4c(C)n(-c5ccccc5)nc34)C2)cc1 (stereo unspecified)	55.2%	47.7%	2.8%	8.8%	5.8%
Cc1cc(NC2CCCC2)n2ncc(-c3ccccc3)c2n1	18.7%	nt	2.7%	?	-7.7%
CCOC(=O)c1c(NC(=O)c2cc(-c3cccc(O)c3)on2)sc(C(C)=O)c1C	3.0%	nt	-14.9%	1.3%	-0.8%
Cc1ccc(NC(=O)CNc2cccc(C)c2C)c(C)c1	14.5%	28.8%	8.9%	i	3.2%
O=C(O)c1cnn2c1C(=O)N(Cc1cccs1)CC2	5.9%	11.0%	10.3%	0.9%	nt
CCCc1nc2c(=O)[nH]c3ccccc3c2o1	-2.8%	nt	-6.7%	i	12.4%
Cc1ccc(NC(=O)CCC(=O)NNC(=S)Nc2ccc(F)cc2)c(C)c1	0.8%	-14.6%	-0.2%	5.4%	3.0%
COc1cc(OC)cc(C(=O)N/N=C/c2ccc(OC)c(COc3ccc(F)cc3)c2)c1	9.4%	-14.4%	3.9%	11.8%	11.2%
CCc1ccccc1NC(=S)/N=C(\N)Nc1nc(C)c2cc(C)ccc2n1	4.5%	23.8%	10.0%	3.8%	25.6%
O=C(CCCCCNC(=O)N1CCn2c1nc1ccccc12)NCCc1ccccc1	0.8%	30.0%	-0.1%	0.1%	-0.3%

Carrying on:
SMILES	H37Rv inhibition	tuberculosis growth	Salmonella PhoP GFP	VEEV TC-83 Vero	influenza NS1A	others
O=C(COc1cccc(F)c1)NNC(=O)Cc1ccc(Br)cc1	2.0%	27.3%	nt	2.7%	-12.3%
CCOC(=O)c1nn(-c2ccccc2F)c2nc(Nc3ccccc3)cc(=O)n12	68.5%	76.8%	-1.3%	0.2%	-7.2%
CCOc1ccccc1NC(=O)C1CCCN(C(=O)Nc2ccccc2)C1 (stereo unspecified)	-16.5%	7.0%	-4.3%	5.7%	8.7%
O=C(Nc1ccc(N2CCCCC2)cc1)C1CCCN1S(=O)(=O)c1ccc(F)cc1 (stereo unspecified)	-11.5%	13.6%	nt	0.2%	3.5%
COc1ccc(C(=O)COc2ccccc2C#N)cc1	9.0%	26.5%	12.1%	9.6%	8.6%
COCCN1C(=S)NC(c2cccc(C(F)(F)F)c2)C(C(=O)N2CCOCC2)=C1C (stereo unspecified)	-0.8%	17.8%	-14.4%	0.3%	-6.6%
Cc1cc(-c2nnc3sc(C4CCCCC4)nn23)n[nH]1	-4.8%	-2.1%	1.4%	3.4%	-1.7%
CC(=O)O[C@H]1CC[C@H]2[C@@H]3CCc4cc(O)ccc4[C@H]3CC[C@]12C	3.8%	9.2%	-5.5%&-5.6%	i	-2.1%
CCOC(=O)C1=C(C)c2ccccc2OC1(C(=O)OCC)C(C)C (stereo unspecified)	nt	nt	nt	i	-16.5%
CN1CCN(NC(=S)Nc2ccc(Oc3ccccc3)cc2)CC1	5.4%	7.4%	1.2%	0.9%	0.2%
N#C/C(=C/C1=C(N2CCOCC2)C(=C/c2ccc(Cl)cc2)/CC1)C(=O)Nc1ccccc1F	nt	nt	nt	i	-12.3%
C/C(=N\NC(=O)c1c(Cl)c(C)nn1C)c1ccc(NC(=O)C2CCC2)cc1	-4.9%	-12.6%	-7.1%	8.4%	-7.5%
N#CCCN(C(=O)COC(=O)CNC(=O)c1ccc(-c2ccccc2)cc1)c1ccc(F)cc1	67.5%	-0.8%	-5.6%	1.4%	-2.8%
CNC(=S)NNC(=O)c1sc(-c2cc(C)on2)nc1C	1.4%	-10.3%	11.2%	0.1%	nt
CCN(CC)CCNC(=O)c1cc([N+](=O)[O-])c(N(C)C)cc1OC	-9.7%	-15.7%	6.7%	i	-8.8%
CC(=O)c1cccc(OCc2cc(C(=O)NCCC3=CCCCC3)no2)c1	3.3%	50.7%	0.7%	1.0%	-3.2%
Cc1ccc2c(C)c(C(=O)N3CCN(Cc4ccccn4)CC3)oc2c1C	5.9%	12.7%	-13.4%	7.6%	-2.2%
Cc1ccc(C(=O)NN2C(=O)/C(=C/c3cccn3C)SC2=S)cc1	5.5%	35.8%	-6.2%	0.8%	25.4%
COc1ccc(-c2csc(Nc3ccccc3)[n+]2CC(O)c2ccc([N+](=O)[O-])cc2)cc1 (stereo unspecified)	10.4%	14.9%	-3.4%	8.8%	4.0%
Cc1ccc(S(=O)(=O)NNC(=S)NC(=O)c2ccc([N+](=O)[O-])cc2)cc1	0.8%	20.7%	-7.5%	i	-8.4%
CCN1CCN(CC(=O)Nc2nc3ccc(C)cc3s2)CC1	10.5%	12.0%	-12.8%	0.5%	-21.8%
COc1ccc(NS(=O)(=O)c2ccc3c(c2)oc(=O)n3C)cc1Cl	-5.9%	-6.3%	-1.5%	0.1%	-13.8%
O=C(CSc1nnc(CN2CCCCCC2=O)n1-c1ccccn1)NCC(F)(F)F	5.3%	8.0%	-10.6%	0.6%	2.9%
CSc1ccc(S(=O)(=O)NC2CCCCC2)cc1	1.4%	20.2%	4.4%	0.3%	0.9%
O=C(Cn1cnc2ccccc21)c1ccccc1	-2.7%	20.0%	0.1%	0.5%	-8.1%

Nothing new here: 4 of the compounds above.
SMILES	H37Rv inhibition	tuberculosis growth	Salmonella PhoP GFP	VEEV TC-83 Vero	influenza NS1A	others
CN1CCN(NC(=S)Nc2ccc(Oc3ccccc3)cc2)CC1	5.4%	7.4%	1.2%	0.9%	0.2%
N#C/C(=C/C1=C(N2CCOCC2)C(=C/c2ccc(Cl)cc2)/CC1)C(=O)Nc1ccccc1F	nt	nt	nt	i	-12.3%
C/C(=N\NC(=O)c1c(Cl)c(C)nn1C)c1ccc(NC(=O)C2CCC2)cc1	-4.9%	-12.6%	-7.1%	8.4%	-7.5%
N#CCCN(C(=O)COC(=O)CNC(=O)c1ccc(-c2ccccc2)cc1)c1ccc(F)cc1	67.5%	-0.8%	-5.6%	1.4%	-2.8%

Returning to the listing with the two entries that preceded the break.
SMILES	H37Rv inhibition	tuberculosis growth	Salmonella PhoP GFP	VEEV TC-83 Vero	influenza NS1A	others
CSc1ccc(S(=O)(=O)NC2CCCCC2)cc1	1.4%	20.2%	4.4%	0.3%	0.9%
O=C(Cn1cnc2ccccc21)c1ccccc1	-2.7%	20.0%	0.1%	0.5%	-8.1%
COc1ccc(Nc2nc(C)cc(C)n2)cc1Cl	5.9%	20.9%	0.3%	5.2%	-3.2%
O=C(O)CC(=O)Nc1ccccc1C(=O)O	-0.1%	-24.8%	-0.2%	0.2%	-2.8%
COc1ccc2c(CN(C)c3ccccc3)cc(=O)oc2c1	nt	nt	nt	0.8%	5.1%
O=C(NN1C(=O)c2ccc(-c3ccc4c(c3)C(=O)N(NC(=O)c3cccnc3)C4=O)cc2C1=O)c1cccnc1	-4.2%	5.2%	2.4%	0.6%	3.1%
O=C(CC1CCCCC1)NCC1CCCO1 (stereo unspecified)	-0.2%	nt	1.1%	1.4%	-7.0%
COc1cccc(NC(=O)CN(C)C(=O)Cn2cnc3ccccc3c2=O)c1	-2.7%	-5.5%	-5.7%	1.6%	0.2%
O=C(Nc1ccccc1C(F)(F)F)c1cc(-c2cccc(O)c2)on1	3.2%	13.4%	-2.3%	3.7%	2.8%
COc1ccc(-c2nc(-c3ccc4c(c3)OCO4)[nH]c2-c2ccc(OC)cc2)cc1	7.2%	20.0%	1.9%	1.2%	13.2%	VEEV TC-83 Vero 10K pilot screen=4.9
Cc1ccccc1OCCC(=O)Nc1ccc(Cl)cc1F	-1.4%	44.6%	1.3%	i	-4.0%
CCc1nn(C(CC)C(=O)NCc2cccc(OC)c2OC)c(=O)c2cc3occc3n12 (stereo unspecified)	-1.8%	10.7%	-1.3%	2.3%	7.6%
COc1ccc(Nc2cnn(-c3nc4ccccc4s3)c(=O)c2Cl)cc1	39.9%	?	-8.3%	9.0%	-6.7%
Cc1cc(C)c(NS(=O)(=O)c2ccc3c(c2)NC(=O)CCS3)c(C)c1	11.7%	25.9%	-22.4%	7.3%	-6.8%
Cc1cc(C(F)F)n2ncc(C(=O)NCCc3ccc(Cl)cc3)c2n1	6.6%	38.3%	-8.1%	5.2%	0.0%
COc1ccc(N2CCN(C(=O)c3ccc(CS(=O)(=O)c4ccc(OC)cc4)o3)CC2)cc1	2.2%	nt	-3.3%	6.6%	-0.2%
CC(c1n[nH]c(=S)n1-c1ccc(Cl)cc1)N(C)C (stereo unspecified)	-1.5%	-6.6%	-1.6%	i	4.0%	VEEV TC-83 Vero 10K pilot screen=0.9
Cc1cc(N2C(=O)c3ccc(C(=O)Nc4ccc(O)cc4C(=O)O)cc3C2=O)no1	-10.7%	-11.7%	-12.2%	i	-2.1%
Cc1cc(C)c2nc(N(CCCN(C)C)C(=O)c3ccc(S(=O)(=O)N4CC(C)OC(C)C4)cc3)sc2c1 (stereo unspecified)	57.1%	11.3%	7.2%	1.6%	-1.1%
CC(C)CCNC(=O)C(C)N(Cc1ccc(F)cc1)C(=O)c1ccc(CN2CCCCC2)o1 (stereo unspecified)	-0.8%	-5.9%	10.2%	2.7%	-2.7%
O=C(Oc1coc(CSc2ncccn2)cc1=O)c1ccco1	-3.1%	14.1%	2.6%	0.0%	-8.5%
CC(C)Cn1c2c(c(O)c(C(=O)Nc3nc4ccccc4s3)c1=O)CCCC2	4.7%	16.8%	-6.9%	3.5%	-20.1%
CCc1nc2ccccc2n1CC(=O)NC1CCS(=O)(=O)C1 (stereo unspecified)	-2.0%	3.0%	nt	2.1%	-0.2%
CN(CCCNC(=O)C1CCC(CNS(=O)(=O)c2ccccc2)CC1)Cc1ccccc1 (stereo unspecified)	-1.3%	4.2%	-1.5%	i	0.9%
Cc1cc(C(=O)COC(=O)c2nn(C)c(=O)c3ccccc23)c(C)n1C	nt	nt	nt	0.6%	-2.7%
COc1ccc(CC(=O)OC(C)CN2CCCC2)cc1 (stereo unspecified)	-9.6%	-9.3%	3.4%	i	-17.7%
Cc1ccccc1C(=O)NC(=S)Nc1sc2c(c1C#N)CCC(C)C2 (stereo unspecified)	9.9%	67.8%	-22.2%	i	9.6%
CCOCCn1c(=O)c2c(nc3n2CC(C)CN3CCc2ccccc2)n(C)c1=O (stereo unspecified)	4.7%	27.2%	-5.8%	4.0%	-0.4%
